From PubChem
PNC inhibitor – High Content Assay for Compounds that inhibit the Assembly of the Perinucleolar Compartment | PC3M PTB-GFP, PNC prevalence imaging, 16 h; hits give low values | activity change (PNC), negative = inhibition, % at 10 µM | 3.1% of 140,000 active;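 active = readout at or below -70, meaning at least 70% loss of cells showing the perinucleolar compartment, a nuclear body marking cancer cells; inconclusive = readout between -30 and a set limit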;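 also: plate controls were DMSO wells for no effect and camptothecin positive control wells for full effect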
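Read-out is percentage of cells bearing a perinucleolar compartment, from automated 20x imaging of fixed, Hoechst-stained PC3M PTB-GFP cells. Cells were seeded 4 h, then exposed 16 h to compound (23 nl of library stock) in duplicate plates.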
IMPase cell inh – qHTS Assay for Identifying the Cell-Membrane Permeable IMPase Inhibitors. Inositol monophosphatase 1 (Rattus norvegicus), P97697. CHO-M1 cells, IP1 accumulation, HTRF TR-FRET ratio. inhibition (IP1 accumulation), % at 46.1 µM. 120,000 tested, under 10 active. AID 901, 2007; active = well fitted curve in the direction sought with a large enough effect in the signal ratio, not every such curve was filed as active; inconclusive = small, poorly fitted or top-dose-only effect, or a change in a side signal; inactive = no such curve, though single readings can be large or run the other way; the % refers to the signal ratio;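 also: cells stimulated with carbachol in lithium chloride buffer; plate controls were DMSO basal wells for no effect and reference inhibitor wells for full effect; higher means more IMPase inhibition seen as more IP1 and lower FRET ratio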
Target sequence (P97697 whole entry, looked up): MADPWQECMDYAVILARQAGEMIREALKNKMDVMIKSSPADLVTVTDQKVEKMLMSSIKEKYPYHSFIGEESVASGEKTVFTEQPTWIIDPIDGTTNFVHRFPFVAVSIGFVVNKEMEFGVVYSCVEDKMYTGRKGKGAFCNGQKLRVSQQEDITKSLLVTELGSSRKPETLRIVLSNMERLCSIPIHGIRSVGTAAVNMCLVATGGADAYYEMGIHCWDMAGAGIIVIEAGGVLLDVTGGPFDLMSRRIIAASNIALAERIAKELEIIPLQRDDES
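Measured: the HTRF emission ratio (665/620 nm) plus the 620 nm donor channel, each fitted to the Hill equation to give AC50. Cells were CHO-M1 given compounds up to 46 uM and a 30 min carbachol stimulation at 37C.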
15-hLO-2 inh – qHTS Assay for Inhibitors of 15-hLO-2 (15-human lipoxygenase 2); Polyunsaturated fatty acid lipoxygenase ALOX15B (Homo sapiens), O15296; purified 15hLO-2, xylenol orange hydroperoxide absorbance; Potency, µM (doses to about 57.1 µM), for the others: at the highest dose activity change, negative = inhibition, actives largely listed as inhibitors; 0.56% of 110,000 active; also: potency is read from the fitted curve at half-maximal effect; nearly all actives have a fitted effect of over 60% in size; many of its hits are not listed in these tables
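Purified human 15hLO-2 (50 nM) preincubated 15 min with compound, then 45 uM arachidonic acid for 90 min at RT in 25 mM Hepes pH 7.5, 0.01% Triton X-100. Hydroperoxide detected by Fe-xylenol orange; 573/405 nm absorbance ratio.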
ALOX12 inhib – qHTS Assay for Inhibitors of 12-hLO (12-human lipoxygenase) | AID 1452, 2008 | 0.12% of 150,000 active | purified 12-hLO, xylenol orange hydroperoxide absorbance | Polyunsaturated fatty acid lipoxygenase ALOX12 (Homo sapiens), P18054 | Potency, µM (titrated, usually from 57.1 µM), for the others: at the top dose activity change, negative = inhibition, most hits filed as inhibitors; also: potency is read from the fitted curve at half-maximal effect; nearly all actives have a fitted effect of over 55% in size; many of its hits are not listed in these tables
Target sequence (P18054 whole entry, looked up): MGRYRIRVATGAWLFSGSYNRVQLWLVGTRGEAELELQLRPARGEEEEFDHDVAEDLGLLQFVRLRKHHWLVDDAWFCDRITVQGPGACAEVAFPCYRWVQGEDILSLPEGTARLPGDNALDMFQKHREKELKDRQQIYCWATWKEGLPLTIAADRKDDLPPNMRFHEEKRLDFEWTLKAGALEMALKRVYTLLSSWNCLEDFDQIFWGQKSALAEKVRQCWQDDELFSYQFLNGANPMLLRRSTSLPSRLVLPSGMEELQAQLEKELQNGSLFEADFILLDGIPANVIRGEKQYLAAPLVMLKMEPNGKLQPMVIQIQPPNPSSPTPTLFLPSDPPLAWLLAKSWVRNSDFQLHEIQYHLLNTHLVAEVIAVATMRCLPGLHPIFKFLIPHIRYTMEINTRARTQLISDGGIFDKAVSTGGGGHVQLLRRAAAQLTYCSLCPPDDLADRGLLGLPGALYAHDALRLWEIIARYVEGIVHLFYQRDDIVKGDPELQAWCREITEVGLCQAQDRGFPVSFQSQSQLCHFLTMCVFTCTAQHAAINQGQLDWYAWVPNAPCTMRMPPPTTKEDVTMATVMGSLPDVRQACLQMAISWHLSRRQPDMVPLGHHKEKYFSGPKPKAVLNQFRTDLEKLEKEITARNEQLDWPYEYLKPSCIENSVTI
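Xylenol orange chromogenic assay: hydroperoxide from 12hLO oxidises Fe(II), giving red-shifted Fe(III)-XO absorbance. Conditions: 150 nM enzyme, 40 uM arachidonic acid, 25 mM Hepes pH 7.0, 0.01% Triton X-100, 30 min, room temperature.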
* marks the source's active call; other numbers are inactive results; ? = inconclusive; / = no result given; [ ] = another dose, or the depositor's remark. Unless noted, calls follow the shape of the dose curve; as a rule, active = well fitted curve in the direction sought with a large enough effect; inconclusive = small, poorly fitted or top-dose-only effect, or another doubt; inactive = no such curve, though single readings can be large; an effect the other way counts as inactive or inconclusive. Unless noted, % is scaled to controls: 0 for no effect and ±100 for the full control effect.

SMILES	PNC inhibitor	IMPase cell inh	15-hLO-2 inh	ALOX12 inhib
Cc1cc(=O)[nH]c(SCC(=O)Nc2nnc(CC(C)C)s2)n1	2	10	-4%	-4%
O=C(O)c1ccc(N/N=C/c2ccc3ncccc3c2)cc1	37	0	/	-1%
O=C(OC(C(=O)NCC1CCCO1)c1ccc(F)cc1)c1cccs1 (centres undefined)	254	-6	/	-2%
O=C(/C=C/c1ccccc1)NC(=S)NNC(=O)c1ccco1	-16	2	/	-2%
CN(C)C(=O)CSc1nc(-c2ccccc2)nc2c1CCCC2	?	23	/	-5%
COc1ccc(CNC(=O)COC(=O)c2cnccn2)cc1	26	2	-7%	0%
O=C(NCc1cccnc1)Nc1ccc(F)cc1F	10	1	5%	1%
CN(C)C(=O)[C@H]1C[C@@H]1[C@H](NC(=O)OCc1ccccc1)c1ccccc1	/	/	-4%	-3%
O=C(Nc1ccc(N2CCOCC2)cc1)c1cccnc1	17	17	/	1%
COc1ccc(S(=O)(=O)N2CCC(C(=O)c3ccc4c(c3)OCCO4)CC2)cc1	39	1	/	3%
Cc1nc(NC(=O)c2ccccc2)sc1-c1csc(NCc2ccccc2)n1	?	5	-23%	-20%
CC(=O)c1cc(F)c(N2CCN(C(=O)C(C)(C)C)CC2)cc1C	-5	-1	-3%	8%
COC(=O)Cn1c(=NC(=O)c2nc3ccccc3s2)sc2cc(S(N)(=O)=O)ccc21	-23	/	/	1%
O=C1CC(N2CCN(c3ccccc3Cl)CC2)C(=O)N1c1cccc(F)c1 (centres undefined)	3	-1	-12%	0%
O=C(/C=C/c1ccccc1)NC(=S)Nc1cccnc1	-26	-1	-1%	-3%
C[C@@H]1CC[C@H]2[C@H](C)[C@H]3[C@H](C[C@H]4[C@@H]5CC=C6C[C@@H](O)CC[C@@]6(C)[C@@H]5C[C@@H](O)[C@]34C)N2C1	/	/	-3%[11.4 µM]	6%[11.4 µM]
O=C(NCc1cccs1)c1ccncc1	14	-11	1%	-2%
Cc1ccc(C(=O)Cn2nnc3c(sc4nc5c(c(-c6ccccc6)c43)CCC5)c2=O)cc1	-12	6	-4%	-2%
O=C(NCc1ccccc1)C(c1ccncc1)N(C(=O)c1csnn1)C1CC1 (centres undefined)	44	-5	5%	2%
CCCN(CCC)C(=O)C1c2ccccc2Oc2ccccc21	0	-7	1%	-4%
O=C(CNC(=S)N(CCCN1CCOCC1)Cc1cccs1)NCCN1CCOCC1	-14	/	/	0%
C=CCNc1nc2c(c(=O)n(C)c(=O)n2C)n1Cc1ccc(F)cc1	-26	5	-1%	-4%
CCNC(=O)CC1C(=O)N(c2ccccc2)C(=O)N1Cc1ccc(OC)cc1 (centres undefined)	?	-1	3%	7%
O=C(O)c1ccc(COc2c(F)c(F)cc(F)c2F)cc1	4	7	1%	-4%
O=C1c2cccnc2C(Nc2ccc(S(=O)(=O)N3CCCCC3)cc2)N1Cc1ccccc1 (centres undefined)	13	0	-6%	0%
CCN1CCN(Cc2ccc3c(c2)Cc2ccccc2-3)CC1	-29	5	35%[activator]	-2%
COc1ccccc1CCn1c(=O)c(-c2cc(F)cc(F)c2)nc2cncnc21	/	/	5%	-7%
CCCNC(=O)C(Cc1ccccc1)NS(=O)(=O)c1cccc2nsnc12 (centres undefined)	-12	11	/	1%
COc1cccc(-c2cc(C(F)(F)F)n3ncc(C(=O)NCC4CCCO4)c3n2)c1 (centres undefined)	-4	25	-16%	-14%
Cc1ccc(S(=O)(=O)N2CCN(c3nc(C)c4c(c3C#N)CC(C)(C)OC4)CC2)cc1	19	13	3%	-11%
O=C1CCNc2ccc(-c3ccccc3)cc21	16	/	/	-3%
COc1ccc(-c2cc(=O)[nH]c(=O)[nH]2)cc1	206	6	/	-4%
COc1ccc(C2c3c(oc4ccccc4c3=O)C(=O)N2c2ccccn2)cc1 (centres undefined)	5	-17	-7%	-4%
COc1ccc(-n2c(=O)c3ccccc3c3ccccc3c2=O)cc1	?	4	/	1%
CCCC(=O)Nc1cccc(Oc2nc(C)cc(C)c2C#N)c1	8	5	9%	-5%
O=C(CSc1nc2ccc(Cl)cc2[nH]1)N1CCN(C(=O)c2ccco2)CC1	?	3	/	-7%
CCN(C1CCCCC1)S(=O)(=O)c1ccc(S(=O)(=O)NCCc2ccncc2)cc1	22	11	23%	5%
CC(C)n1nnnc1SCC(=O)NCCc1ccccc1	-9	-3	6%	1%
CC(=O)O[C@]1(C)N=NC2(CCCCC2)O1	/	/	-5%[11.4 µM]	-3%[11.4 µM]
COc1ccc([C@@H]2Sc3cc(OC)ccc3N(CCN(C(C)C)C(C)C)C(=O)[C@H]2OC(C)=O)cc1	-6	6	/	3%
O=C1CSC(c2ccc3c(c2)OCO3)N1c1ccc(Oc2ccccc2)cc1 (centres undefined)	0	13	/	-6%
Cc1ccc(NC(=O)C2CCN(C(=O)NC3CCCCC3)CC2)cc1Cl	?	5	4%	-2%
O=C(NC(=S)N(CCc1ccccc1)CCc1ccccc1)c1ccco1	74	12	/	-6%
CCN(CC)c1cccc(OCC(=O)N(C)CCC#N)c1	9	9	-9%	-6%
CC(=O)Nc1ccc(S(=O)(=O)NCc2ccccn2)cc1	-12	/	/	1%
CCCCC(=O)N1CCN(c2ccc(OC)cc2[N+](=O)[O-])CC1	-11	/	/	0%
CCOC(=O)N1CCC(NC(=O)CSCc2nc(-c3ccc(OC)c(OC)c3)oc2C)CC1	2	-8	2%	0%
O=C(Cn1nc(C(F)(F)F)cc1C1CC1)Nc1ccccc1F	13	/	/	0%

Looked up above.
Under PNC inhibitor, CCN(C1CCCCC1)S(=O)(=O)c1ccc(S(=O)(=O)NCCc2ccncc2)cc1 has the entry 22
Under IMPase cell inh, CC(C)n1nnnc1SCC(=O)NCCc1ccccc1 has the entry -3
Under ALOX12 inhib, O=C(Cn1nc(C(F)(F)F)cc1C1CC1)Nc1ccccc1F has the entry 0%
Under ALOX12 inhib, Cc1ccc(NC(=O)C2CCN(C(=O)NC3CCCCC3)CC2)cc1Cl has the entry -2%

Additional records:
SMILES	PNC inhibitor	IMPase cell inh	15-hLO-2 inh	ALOX12 inhib
O=C(Nc1ccc(F)cc1F)NC1CC(=O)N(Cc2ccccc2)C1 (centres undefined)	10	?	/	-5%
Cn1cc(CN2CCc3ccccc3C2)c2ccccc21	-17	11	5%	-3%
O=C(c1ccc(NC2=NC3CS(=O)(=O)CC3S2)cc1)N1CCN(C(=O)c2ccco2)CC1 (centres undefined)	48	/	/	2%
COc1ccc(C(C)C(=O)c2ccc(O)cc2O)cc1 (centres undefined)	/	/	-7%	-7%
CCOC(=O)N/N=C/c1ccc(F)cc1	50	-2	0%	-4%
CC1CC(C(F)F)n2nc(C(=O)Nc3sc4c(c3C#N)CCC(C(C)(C)C)C4)nc2N1 (centres undefined)	-16	-8	/	5%
CN1C[C@H](C(=O)N[C@@]2(C)O[C@@]3(O)C4CCCN4C(=O)C(Cc4ccccc4)N3C2=O)C[C@H]2c3cccc4[nH]cc(c34)C[C@H]21 (some centres undefined)	/	/	3%	-3%
CCOC(=O)COc1ncn(-c2ccccc2)n1	12	3	0%	-1%
Fc1ccc(Nc2nc(-c3ccncc3)nc3ccccc23)cc1F	-8	-3	/	2%
CCCCCCCCC(=O)N/N=C/c1cccc(Br)c1	42	-2	-7%	2%
CCCNC(=O)c1cc(C)no1	37	-8	4%	3%
O=C(NCc1ccc(F)cc1)C(=O)NCC1OCCN1C(=O)c1cccs1 (centres undefined)	?	-5	/	0%

In another format: results already given
| molecule | PNC inhibitor | IMPase cell inh | 15-hLO-2 inh | ALOX12 inhib |
| --- | --- | --- | --- | --- |
| COc1ccc(C(C)C(=O)c2ccc(O)cc2O)cc1 (centres undefined) | / | / | -7% | -7% |
| CCCCCCCCC(=O)N/N=C/c1cccc(Br)c1 | 42 | -2 | -7% | 2% |
| O=C(NCc1ccc(F)cc1)C(=O)NCC1OCCN1C(=O)c1cccs1 (centres undefined) | ? | -5 | / | 0% |

Next part.
SMILES	PNC inhibitor	IMPase cell inh	15-hLO-2 inh	ALOX12 inhib
Cn1cccc1C(=O)N1CCC[C@@]2(CCN(Cc3ccc(C#N)cc3)C2)C1	/	/	9%	-1%
Cc1cc(NC(=O)CSc2nnc(-c3cccnc3)n2N)no1	0	2	9%	0%
CCOC(=O)C1CCCN(CCC(=O)Nc2c(C(=O)OC)[nH]c3cc(OC)ccc23)C1 (centres undefined)	-19	1	9%	-6%
Cc1cc(C)n(-c2nc3ccccc3nc2Nc2ccc3[nH]c(=O)[nH]c3c2)n1	?	8	-3%	0%
CC1CCC(NC(=O)c2ccc(CNc3c(NC4CCCCC4)c(=O)c3=O)cc2)CC1 (centres undefined)	23	/	/	-5%
Cc1cc(O)c(C=O)c(O)c1C(=O)O	/	/	-5%	0%
COC(=O)Cc1ccc(NC(=O)c2ccc(C)c(C)c2)cc1	?	3	-3%	4%
CN(C)/C=C1\C(=O)N(c2ccc([N+](=O)[O-])cc2)N=C1c1ccccc1	1	-11	-35%	?
Cc1cc2c(cc(C(=O)OCC(=O)NCc3cccs3)n2C(C)C)o1	7	3	-12%	-8%
COc1ccc(CCNC(=S)Nc2ccc(C)cc2C)cc1	-18	/	/	?
Cc1ccc(OCCn2nc3ccccc3n2)c(C)c1	24	4	8%	-4%
O=C(CSc1ccc(Cl)cc1)N1CCOCC1	16	-9	-7%	0%
Cc1c(C(=O)Nc2ccc(F)c(F)c2)oc2ccc(S(=O)(=O)N3CCCCC3)cc12	-24	2	1%	4%
O=C(Cn1cccc1)Nc1ccc(F)cc1F	?	0	8%	-8%
COC(=O)Cc1c(C)nc2nc(-c3cccnc3)[nH]n2c1=O	-18	-5	0%	2%
Cc1ccc(C(=O)Cn2c(NCCO)nc3ccccc32)cc1	-11	-4	17%	8%
Cc1c(C(=O)NCC2CCCO2)oc2ccc3c(c12)C(=O)CC(C)(C)O3 (centres undefined)	-19	0	5%	-5%
O=C1c2cccc3cccc(c23)C(=O)N1c1ccc2ncccc2c1	1	/	/	0%
Cc1ccc(Nc2nc(C(=O)N3CCC(C(=O)NCCN4CCOCC4)CC3)cs2)cc1	17	18	21%	6%
COC(=O)c1c(NC(=O)C2CC=CCC2C(=O)O)sc(C)c1C (centres undefined)	?	-12	-1%	-7%
O=C1c2c(O)cc(O)cc2O[C@@H](c2ccc(O)c(O)c2)[C@H]1O	/	16	-13%	?
O=C(Nc1ccc(S(=O)(=O)NCc2cccnc2)cc1)c1ccccc1Cl	?	/	/	-3%
CC1CN(S(=O)(=O)N(C)C)CCN1S(=O)(=O)N(C)C (centres undefined)	-17	-10	1%	7%
CC(=O)c1cccc(NC(=O)COc2ccccc2)c1	?	-8	-2%	-2%
CNc1nc(Nc2ccc(C(C)=O)cc2)nc(OC(C(F)(F)F)C(F)(F)F)n1	17	1	-2%	-4%
O=C(CNC(=O)C(c1ccccc1)c1ccccc1)OCC(=O)c1cccs1	8	/	/	0%
CCCCNC(=O)CSc1nccn1Cc1ccccc1	?	8	2%	7%
COCON1C(=O)CN(C(C)=O)C1c1ccc(Cl)cc1Cl (centres undefined)	34	3	/	6%
Cc1ccc(N/C(CSC(N)=O)=N/S(=O)(=O)c2ccccc2)cc1	-12	6	3%	1%
CC(C)(C)c1csc(NC(=O)CSc2nc3ccccc3c(=O)[nH]2)n1	20	4	2%	-6%
CC(C)Cn1cnc2c1c(=O)n(CC(=O)Nc1ccc3c(c1)OCO3)c(=O)n2Cc1ccccc1	?	9	-3%	-3%
CN(C)CCSc1nnc2[nH]c3ccccc3c2n1	55	/	/	0%
Cc1nn2c(-c3ccccc3)c(-c3ccccc3)nc2[nH]c1=O	0	9	-1%	10%

An excerpt; count on the stated rates, not on these rows.
